# Screens from PubChem BioAssay.
# ANO1 activ – activates or potentiates the mouse TMEM16A chloride channel | 340,000 compounds, 0.3% hits | Q8BHY3 | HEK293 TMEM16A/YFP-H148Q/I152L, iodide quench fluorescence; stronger effect = lower value | B-score at 10 µM;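 active = fluorescence-ratio B-score plate-corrected deviation score at least 3 library SD below zero, with starting fluorescence score within 5 deviations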;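 also: channel opened by trigger with iodide after compound preincubation; score built on the fluorescence ratio of max minus min over baseline; more negative score means more quench and so TMEM16A activation or potentiation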
# KCNK3 block – human KCNK3 channel inhibition, primary screen; CHO-KCNK3 thallium flux, FluxOR fluorescence; stronger effect = lower value; 340,000 compounds, 0.84% hits; AID 602410; B-score at 10 µM;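 active = B-score under library mean minus 4 SD, starting fluorescence ratio at most library mean plus 5 SD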;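 also: more negative B-score means stronger inhibition of thallium flux through KCNK3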
# Target sequence (O14649 whole entry, looked up): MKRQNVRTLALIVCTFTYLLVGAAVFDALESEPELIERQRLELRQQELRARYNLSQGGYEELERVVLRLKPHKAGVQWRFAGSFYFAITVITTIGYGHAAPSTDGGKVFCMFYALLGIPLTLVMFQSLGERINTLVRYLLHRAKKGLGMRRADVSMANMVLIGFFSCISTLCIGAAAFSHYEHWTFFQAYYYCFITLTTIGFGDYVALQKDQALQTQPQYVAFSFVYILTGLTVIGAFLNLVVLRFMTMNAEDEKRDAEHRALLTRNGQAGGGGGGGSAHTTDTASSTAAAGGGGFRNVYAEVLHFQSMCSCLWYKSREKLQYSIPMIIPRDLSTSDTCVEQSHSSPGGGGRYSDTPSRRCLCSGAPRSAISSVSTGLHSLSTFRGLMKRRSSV
# HDAC3 inhib – blocks human histone deacetylase 3; O15379; recombinant HDAC3, fluorogenic peptide/trypsin coupled, fluorescence; inhibition, % at 8.3 µM; 320,000 compounds, 0.15% hits; AID 2718; in the data active = inhibition above about 26%, passing the limit was not always enough; inconclusive = no clear call, values can overlap the other calls
# Target sequence (O15379 whole entry, looked up): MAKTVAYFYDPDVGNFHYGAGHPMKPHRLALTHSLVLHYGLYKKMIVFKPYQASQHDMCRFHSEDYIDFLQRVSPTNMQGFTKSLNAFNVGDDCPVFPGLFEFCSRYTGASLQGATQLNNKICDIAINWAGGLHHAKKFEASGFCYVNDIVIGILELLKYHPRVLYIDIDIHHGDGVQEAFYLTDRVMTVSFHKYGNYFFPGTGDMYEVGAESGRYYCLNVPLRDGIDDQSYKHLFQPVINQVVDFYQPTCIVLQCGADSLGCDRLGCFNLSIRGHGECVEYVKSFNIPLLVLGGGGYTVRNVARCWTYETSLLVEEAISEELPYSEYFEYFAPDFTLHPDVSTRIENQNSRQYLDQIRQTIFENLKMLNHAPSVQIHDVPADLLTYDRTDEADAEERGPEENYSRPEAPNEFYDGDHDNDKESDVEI
# * = called active by the depositor; i = inactive; ? = inconclusive. Not all compounds are listed; count on the stated rates, not on these rows.
# The opening four compounds, to show the layout:
# Sequence of screens: ANO1 activ	HDAC3 inhib	KCNK3 block
CN(Cc1ccccc1)C(=O)c1ccc(NC(=O)Cc2cccc(NC(=O)C3CCCN(C(=O)C4CCCCC4)C3)c2)cc1 (stereo not drawn)
  i	3.0	i
CCOc1ccc(NC(=O)COC(=O)Cn2cnc3ccccc32)cc1
  i	-3.0	i
Fc1ccccc1-c1cc2cc3c(cc2cn1)OCO3
  i	0.9	i
CC(C)N(Cc1ccccc1)C(=O)CN1C(=O)NC2(CCCCCC2)C1=O
  i	3.3	i

# The list itself (from the top)
# Sequence of screens: ANO1 activ	HDAC3 inhib	KCNK3 block
CN(Cc1ccccc1)C(=O)c1ccc(NC(=O)Cc2cccc(NC(=O)C3CCCN(C(=O)C4CCCCC4)C3)c2)cc1 (stereo not drawn)
  i	3.0	i
CCOc1ccc(NC(=O)COC(=O)Cn2cnc3ccccc32)cc1
  i	-3.0	i
Fc1ccccc1-c1cc2cc3c(cc2cn1)OCO3
  i	0.9	i
CC(C)N(Cc1ccccc1)C(=O)CN1C(=O)NC2(CCCCCC2)C1=O
  i	3.3	i
O=C(CSc1nnc(-c2ccccc2)c(-c2ccccc2)n1)NCC1CCCO1 (stereo not drawn)
  i	4.0	i
C[C@H]1CN([C@@H](C)CO)C(=O)Cc2cc(NC(=O)CCC(F)(F)F)ccc2O[C@H]1CN(C)C(=O)Nc1ccc(F)cc1
  i	-3.0	i
NC(=O)C1CCN(c2nc(-c3ccccc3N)cs2)CC1
  i	-0.8	i
Cc1ccc(S(=O)(=O)N2CCN(Cc3cc(=O)n4ccccc4n3)CC2)c(C)c1
  i	2.9	i
Cc1ccc(NS(=O)(=O)c2ccc3c(c2)OCCCO3)cc1S(=O)(=O)N1CCOCC1
  i	-3.1	i
CCC(C)c1ccccc1NC(=O)COc1ccc(-n2cnnn2)cc1 (stereo not drawn)
  i	-4.9	i

# Additional entries
# Sequence of screens: ANO1 activ	HDAC3 inhib	KCNK3 block
Cc1cc(C(=O)OCC(=O)Nc2cc(Cl)ccc2C)c(C)o1
  i	-2.7	i
O=C(CN1C(=O)NC2(CCCCCC2)C1=O)N1CCN(c2ccc(F)cc2)CC1
  i	-4.3	i
CC(C)n1ncc2c(C(=O)N3CCN(c4ccc(F)cc4)CC3)cc(-c3ccccc3)nc21
  i	6.3	i
CN(CC(=O)Nc1ccccc1Cl)CC(=O)N(C)c1c(N)n(Cc2ccccc2)c(=O)[nH]c1=O
  i	-1.3	i
Cn1cccc1C(=O)NC(=O)COC(=O)c1ccc(S(C)(=O)=O)c([N+](=O)[O-])c1
  i	0.1	i
O=C(CCc1ccc(S(=O)(=O)N2CCOCC2)cc1)Nc1ccc(F)c(F)c1F
  i	-0.6	i
O=C(c1ccc(F)cc1)c1ccc(OCC(=O)N2CCOCC2)cc1
  i	0.2	i
O=C(NCCCN1CCOCC1)c1cc(-c2ccc(F)cc2)nc2ccccc12
  i	-6.9	i
COc1cccc2sc3cc(NCCCN4CCOCC4)ccc3c(=O)c12
  i	-22.1	i
CCN(C(=O)CSc1nc2ccc(Cl)cc2[nH]1)C1CCS(=O)(=O)C1 (stereo not drawn)
  i	3.6	i

# Remaining list, next part:
# Sequence of screens: ANO1 activ	HDAC3 inhib	KCNK3 block
CCOc1ccccc1-c1nnc(SCC(=O)NC2(C#N)CCCC2)o1
  i	10.8	i
COC(=O)C1CCN(C(=O)c2cc(S(=O)(=O)N3CCCCC3)ccc2Cl)CC1
  i	-2.2	i
Cc1cc(C)c(C)c(S(=O)(=O)N(C)CCc2ccccn2)c1C
  i	0.7	i
N#Cc1cccc(S(=O)(=O)NNC(=O)C23CC4CC(CC(C4)C2)C3)c1
  i	-7.1	i
COc1cc(CCC(=O)OCC(=O)NCCc2ccc(S(N)(=O)=O)cc2)cc(OC)c1OC
  i	-5.8	i
COc1cc(CCC(=O)Nc2ccc(C)c(S(=O)(=O)N3CCCCCC3)c2)cc(OC)c1OC
  i	10.2	i
Cc1ccccc1C(=O)O
  i	-6.6	i
C[C@@]12C(=O)Nc3ccc(Br)cc3C(=O)N1[C@H]1c3ccccc3OC[C@@H]1[C@@H]2c1ccccc1
  i	3.7	i
C[C@H](NC(=O)c1ccco1)C(=O)Nc1nnc(SCc2ccccc2)s1
  i	0.2	i
CCOC(=O)[C@H]1[C@H]2COc3ccc(OC)cc3[C@@H]2N2C(=O)CN(Cc3ccc(OC)cc3)C(=O)[C@@]12C
  i	-0.9	i

# Following part
# Sequence of screens: ANO1 activ	HDAC3 inhib	KCNK3 block
CC(OC(=O)CCC(=O)c1ccc(Cl)s1)C(=O)NC1(C#N)CCCCC1 (stereo not drawn)
  i	1.4	i
CCCn1ccnc1SCC(=O)Nc1c(C)n(C)n(-c2ccccc2)c1=O
  i	17.2	i
CN(C(=O)CSc1nc2ccccc2c(=O)n1-c1ccccc1F)C1CCS(=O)(=O)C1 (stereo not drawn)
  i	-0.4	i
O=C(NCc1ccncc1)c1ccc(NS(=O)(=O)c2ccc(F)cc2)cc1
  i	-1.6	i
CC(=O)Nc1ccc(S(=O)(=O)N2CCNC(=O)C2)cc1
  i	-13.9	i
NC(=O)Nc1ccc(C(=O)N2CCN(S(=O)(=O)Cc3ccccc3)CC2)cc1
  i	-0.2	i
C[C@H](CO)N1C[C@H](C)[C@@H](CN(C)Cc2ccc(C(=O)O)cc2)Oc2ccc(NS(=O)(=O)c3cn(C)cn3)cc2C1=O
  i	-8.3	i
O=C(COc1ccccc1Br)Nc1ccc(S(=O)(=O)N2CCCC2)cc1
  i	-4.6	i
COc1ccccc1CNC(=O)CN1NS(=O)(=O)c2ccccc2C1=O
  i	3.4	i
O=c1cc(-c2ccsc2)oc2ccccc12
  i	-13.1	i

# More records.
# Sequence of screens: ANO1 activ	HDAC3 inhib	KCNK3 block
CCOC(=O)[C@H]1[C@H]2COc3ccc(C)cc3[C@@H]2N2C(=O)CN(Cc3ccc(OC)cc3)C(=O)[C@@]12C
  i	-1.9	i
O=C(COc1ccccc1)Nc1cc(S(=O)(=O)N2CCOCC2)ccc1N1CCCC1
  i	-0.1	i
COc1ccc(C2=NOC(Cn3nc(-c4ccccc4)cc3C(=O)O)C2)cc1 (stereo not drawn)
  i	3.0	i
O=C(Nc1cccc(Cl)c1)c1nc[nH]c1C(=O)NCc1ccccc1
  i	-2.3	i
CCCc1ccc(-c2csc(NC(=O)C3=COCCO3)n2)cc1
  i	2.8	i
N#Cc1c2ccc([N+](=O)[O-])cc2[n+]([O-])n1-c1ccccc1
  i	-0.6	i
COc1ccc2c(CC(=O)NNC(=O)c3ccccc3F)coc2c1
  i	-1.4	i
O=C(NCCN1C(=O)S/C(=C/c2ccccc2)C1=O)C1CC(=O)N(Cc2ccccc2)C1 (stereo not drawn)
  i	-0.2	i
CCOc1ccc(S(=O)(=O)NC2=NCCCCC2)cc1
  i	-1.2	i
COc1ccccc1N(CC(=O)N(C)Cc1ccccc1)S(=O)(=O)c1cccs1
  i	6.3	i

# Continuation.
# Sequence of screens: ANO1 activ	HDAC3 inhib	KCNK3 block
CC(C)(C)c1ccc(C(=O)N2CCN(S(=O)(=O)c3ccc(Br)s3)CC2)cc1
  i	13.7	i
CCc1ccc(C(=O)NNC(=O)C2CC(=O)N(c3ccc4c(c3)OCCO4)C2)cc1 (stereo not drawn)
  i	-6.8	i
O=C(N/N=C/C(Cl)=C/c1ccccc1)c1ccc2c(c1)OCO2
  i	11.8	i
NC(=O)c1cccc([N+](=O)[O-])c1
  i	0.6	i
CC(C)CN(C(=O)CCNC(=O)c1ccc([N+](=O)[O-])cc1)C1CCS(=O)(=O)C1 (stereo not drawn)
  i	6.9	i
COc1ccc2c(c1)[C@H]1[C@H](CO2)[C@H](c2ccccc2)[C@]2(C)C(=O)Nc3ccc(Br)cc3C(=O)N12
  i	-2.5	i
CCOc1ccc(OCCCC(=O)ON=C(N)c2ccccc2Cl)cc1
  i	?	i
Nc1ccn([C@@H]2O[C@H](COS(=O)(=O)O)[C@@H](O)[C@H]2O)c(=O)n1
  i	3.4	i
Cc1cccc(C)c1NC(=O)CNC(=O)C1CCCC1
  i	0.7	i
Cc1cc(NC(=O)CSc2n[nH]c(-c3ccccc3Br)n2)no1
  i	-0.6	i

# The listing continues.
# Sequence of screens: ANO1 activ	HDAC3 inhib	KCNK3 block
CCOC(=O)[C@H]1[C@H]2COc3ccc(Cl)cc3[C@@H]2N2C(=O)CN(Cc3ccccc3)C(=O)[C@@]12C
  i	-2.8	i
Cc1cc(NC(=O)CSc2nnc(-c3ccco3)n2C)no1
  i	5.7	i
O=C(/C=C/c1ccc([N+](=O)[O-])cc1)OCC(=O)N1CCCCCC1
  i	?	i
CCN(C(=O)CSc1nc(C)c(C)c(C)n1)C1CCS(=O)(=O)C1 (stereo not drawn)
  i	-4.2	i
Cc1ccc(Oc2ccc(S(=O)(=O)Nc3ccc(C(=O)O)cc3)cc2)cc1
  i	3.7	i
Cn1c(N)c(C(=O)COC(=O)CNC(=O)c2ccccc2)c(=O)n(C)c1=O
  i	2.7	i
O=C(CN1c2cccc3cccc(c23)S1(=O)=O)N1CCCCC1
  i	-7.5	i
CC(=O)Nc1ccc(C(=O)CCl)cc1
  i	3.0	i
CC(=O)c1ccc(OCC(=O)NC2CCCCCC2)cc1
  i	2.8	i
Cc1ccc(OC(C)C(=O)OCC(=O)Nc2sccc2C(N)=O)cc1 (stereo not drawn)
  i	4.9	i

# Continuation.
# Sequence of screens: ANO1 activ	HDAC3 inhib	KCNK3 block
COc1cc(OC)c(OC)cc1CNC(=O)c1ccc(S(=O)(=O)N2CCCCC2)cc1
  i	-0.9	i
N#CCc1ccc(NC(=O)CSc2nnc(C3CC3)n2C2CC2)cc1
  i	-4.1	i
CC[C@@H]1C/C=C\Cc2ccccc2[C@H](C(=O)C[C@@H](O)CC(C)=O)OC1=O
  i	0.2	i
O=C(COc1cccnc1[N+](=O)[O-])Nc1cccc(Br)c1
  i	-4.6	i
O=C(CCNC(=O)c1ccccc1)Nc1ccc(Cl)c(S(=O)(=O)N2CCCCC2)c1
  i	5.2	i
C=CC[C@H](CC(=O)NCCO)C(=O)N[C@H](COC(=O)[C@@H](CC=C)CC(=O)OC(C)(C)C)Cc1ccccc1
  i	1.2	i
COc1ccc(C)cc1NC(=O)C(OC(=O)C1=NNC(=O)CC1)c1ccccc1 (stereo not drawn)
  i	-6.9	i
N#Cc1c(-c2ccccc2)cc(-c2ccc3c(c2)OCO3)[nH]c1=O
  i	-14.1	i
Cc1ccc(S(=O)(=O)N2CCN(C(=O)CSCc3ccc(C(C)C)cc3)CC2)cc1
  i	7.4	i
Cn1nnnc1SCC(=O)Nc1cc(S(=O)(=O)N2CCCCC2)ccc1Cl
  i	1.6	i

# (cont.)
# Sequence of screens: ANO1 activ	HDAC3 inhib	KCNK3 block
O=C(CSc1nnc(Nc2ccccc2F)s1)NC1CC1
  i	-2.6	i
Cc1ccc(S(=O)(=O)N(C)CC(=O)NNC(=O)Cc2cccc(F)c2)cc1
  i	2.4	i
O=C(CSc1nnc(-c2ccccc2F)o1)N1CCNC1=O
  i	2.2	i
O=C(COC(=O)/C=C/c1ccco1)NCc1ccc(Cl)cc1Cl
  i	-3.7	i
CC(=O)NC(CC(=O)Nc1ccc(S(=O)(=O)N2CCOCC2)cc1)c1ccccc1 (stereo not drawn)
  i	-0.1	i
CC(Oc1ccccc1)C(=O)OCC(=O)NC(=O)NC1CCCCC1 (stereo not drawn)
  i	7.6	i
CC(OC(=O)CN1C(=O)c2ccccc2C1=O)C(=O)c1ccccc1 (stereo not drawn)
  i	0.0	i
COc1cccc(NC(=O)CN(C)C(=O)Cc2cccc3ccccc23)c1
  i	3.7	i
Cc1cc(Br)c(NC(=O)COC(=O)CC2CC3CCC2C3)c(Br)c1 (stereo not drawn)
  i	5.3	i
COc1ccc(C(=O)N2CCN(C(=O)C3CCCO3)CC2)cc1[N+](=O)[O-] (stereo not drawn)
  i	0.8	i

# Next section
# Sequence of screens: ANO1 activ	HDAC3 inhib	KCNK3 block
O=C(CN1C(=O)NC2(CCCCC2)C1=O)Nc1ccc2[nH]c(=O)[nH]c2c1
  i	-3.4	i
Cc1ccc(-n2c(SCC(=O)N3CCN(c4ccccn4)CC3)nnc2N2CCCC2)cc1
  i	-5.6	i
CCOc1ncccc1C(=O)Nc1cccc(-n2cnnn2)c1C
  i	-3.3	i
COc1ccccc1NCCC(=O)OCC(=O)Nc1cc([N+](=O)[O-])ccc1F
  i	4.9	i
COc1ccc(NS(=O)(=O)c2cccc(NC(=O)COc3ccccc3[N+](=O)[O-])c2)cc1
  i	-4.7	i
CN(C)S(=O)(=O)c1ccc(C(=O)NNC(=O)C23CC4CC(CC(C4)C2)C3)cc1
  i	1.2	i
Cc1ccc(Cl)c2c1NC(=O)C2=O
  i	3.7	i
O=C(COC(=O)C1CCC(=O)N1)Nc1ccccc1OC(F)F (stereo not drawn)
  i	1.5	i
O=C(COC(=O)/C=C/c1cccc(Br)c1)NC1CCCC1
  i	9.4	i
Cc1noc(C)c1COc1ccc(C(=O)N2CCN(c3ccccc3O)CC2)cc1
  i	-0.4	i

# Further entries
# Sequence of screens: ANO1 activ	HDAC3 inhib	KCNK3 block
COc1ccccc1NCCC(=O)OCC(=O)Nc1cccc(S(=O)(=O)N(C)C)c1
  i	5.4	i
CC1(C2CC2)NC(=O)N(CC(=O)NCc2ccc(Cl)cc2Cl)C1=O (stereo not drawn)
  i	-1.9	i
CC(OC(=O)C1CC(=O)N(Cc2ccco2)C1)C(=O)Nc1ccccc1[N+](=O)[O-] (stereo not drawn)
  i	1.7	i
O=C(Nc1cc(S(=O)(=O)N2CCCCCC2)ccc1OCC(F)(F)F)c1ccc(=O)[nH]c1
  i	2.0	i
